NPY Y2 blocker – NPY-Y2 (human) receptor antagonism | NPY-Y2 expressing cells, antagonist mode | AID 793 | 140,000 compounds, 0.99% hits | inhibition, % at 2.7 µM | P49146; in the data active means inhibition above about 17%;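 further: 0% = vehicle with agonist challenge and 100% = reference antagonist with challenge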
Target sequence (P49146 whole entry, looked up): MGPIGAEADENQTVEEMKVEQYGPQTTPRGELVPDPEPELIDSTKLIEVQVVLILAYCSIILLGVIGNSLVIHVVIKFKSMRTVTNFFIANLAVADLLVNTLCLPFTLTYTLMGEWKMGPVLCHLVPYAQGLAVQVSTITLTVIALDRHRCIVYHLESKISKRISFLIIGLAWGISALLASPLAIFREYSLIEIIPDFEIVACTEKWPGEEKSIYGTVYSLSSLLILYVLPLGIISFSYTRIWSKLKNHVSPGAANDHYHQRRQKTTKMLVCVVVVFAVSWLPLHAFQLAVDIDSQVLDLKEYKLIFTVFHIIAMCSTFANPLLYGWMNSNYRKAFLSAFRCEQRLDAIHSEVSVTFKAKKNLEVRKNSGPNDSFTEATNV
Yeast growth inh – chemicals that inhibit yeast BB579 growth in restrictive medium (lifespan-shortening candidates); S. cerevisiae BB579 growth, OD615, 48 h; inhibition, % at 10 µM; 140,000 compounds, 0.51% hits;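 active means inhibition above a set limit, 3 SD over the mean compound inhibition, cut at about 44% in these data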; further: inactives centre near -24
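controls = amphotericin B 10 µg/mL, positive | assay system = DeaD yeast strain BB579 | schedule = 48 h compound exposure at 30 °C after 4 h preincubation | detection = OD615 turbidity measurement | medium = restrictive CSMM-D medium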
Measles CPE – protection of cells from measles virus; Measles virus-infected cells, CPE protection, absorbance; protection (pct of control), % at 4 µM; 140,000 compounds, 1.5% hits; in the data active means protection mostly above about 24%, no sharp cut-off; inactive means mostly below about 26%; further: some compounds called inactive have numbers as strong as hits
GALR2 antag – blocks the human galanin receptor 2; GALR2-expressing cells, antagonist mode; inhibition, % at 4 µM; 140,000 compounds, 0.39% hits; AID 828; in the data active means inhibition above about 27%;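 further: cells stimulated with galanin 1-16 at roughly its EC80; 0% = agonist challenge control and 100% = basal control without agonist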
Target sequence (O43603 whole entry, looked up): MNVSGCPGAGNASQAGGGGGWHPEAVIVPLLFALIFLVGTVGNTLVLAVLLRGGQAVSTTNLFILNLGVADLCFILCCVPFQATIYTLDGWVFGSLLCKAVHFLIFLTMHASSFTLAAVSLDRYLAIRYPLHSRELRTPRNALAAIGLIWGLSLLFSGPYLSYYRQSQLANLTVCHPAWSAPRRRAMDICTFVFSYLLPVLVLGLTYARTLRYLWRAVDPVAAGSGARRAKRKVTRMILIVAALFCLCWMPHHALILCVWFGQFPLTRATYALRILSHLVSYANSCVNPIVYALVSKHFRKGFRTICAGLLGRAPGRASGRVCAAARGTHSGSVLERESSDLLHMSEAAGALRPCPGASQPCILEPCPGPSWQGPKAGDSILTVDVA
MRP1 act – activates MRP-1; H69AR cells + doxorubicin, viability rescue, CellTiter-Glo; viability increase, % at 10 µM; 140,000 compounds, 0.61% hits; AID 799;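 active means viability gain under doxorubicin at or above a set limit, the compound median plus 3 SD, cut at about 4.7% in these data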;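 further: MRP-1 overexpressing cells given doxorubicin 25 µM after compound pretreatment; 18-22 h compound pretreatment then 72 h with doxorubicin before readout; 0% = doxorubicin-only wells and 100% = vehicle-treated cells without doxorubicin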
PTEN del growth – suppresses growth of cells with PTEN deletion; AID 827; viability, % at 10 µM; 140,000 compounds, 1.2% hits; HCT116 PTEN-null viability, CellTiter-Glo, 60 h; stronger effect = lower value;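 active means viability at or below a set limit, 4 SD under the median of all tested compounds, cut at about 3.7% in these data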;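 further: PTEN knockout HCT116 line with beta catenin targeted HCT116 as companion control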
Yeast lifespan up – yeast lifespan extension | S. cerevisiae growth with nicotinamide, OD615; deaD strain in restrictive glucose medium | inhibition of the nicotinamide effect, % at 10 µM | 130,000 compounds, 0.68% hits;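 active means inhibition above a set limit, placed 3 SD over the median of all compounds, cut at about 26% in these data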;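 further: 0% = nicotinamide-treated wells and 100% = cells grown without nicotinamide; some compounds called inactive have numbers as strong as hits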
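System: DeaD-strain S. cerevisiae / Buffer or medium: CSMM-D, restrictive glucose (dextrose) synthetic minimal medium / Probe or stimulus: nicotinamide, 1.5 mM, co-present with compound / Compound: one concentration, 10 µM, DMSO 0.25% / Incubation: 48 h compound exposure at 30 °C, humidified / Technique: optical density (absorbance) at 615 nm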
Phagocytosis inh – blocks phagocytosis by macrophages; 110,000 compounds, 0.07% hits; AID 1029; inhibition, % at 5 µM; J774A.1 macrophage IgG-bead phagocytosis, imaging;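 active means inhibition above the mean of the plate negative controls plus 5 SD, cut at about 13% in these data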;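 further: phagocytic index as fraction of beads internalized from green versus red external bead signal; plate controls were DMSO negative control for no effect and cytochalasin-D positive control for full effect; some results beyond the cut were filed as inactive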
HCT116 bCat-KO – beta-catenin-lacking colon tumor cell growth suppression; HCT116 beta-catenin knockout viability, CellTiter-Glo, 60 h; stronger effect = lower value; viability, % at 10 µM; 140,000 compounds, 1.5% hits;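 active means viability at or under a set limit, the compound median less 4 SD, cut at about 6% in these data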;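 further: 0% = Hyamine 1622 control at 20 µM and 100% = untreated cell control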
E-sel TNF inh – TNF alpha driven E-selectin expression inhibition. HUVEC TNFa-induced E-selectin immunofluorescence, high content. inhibition, % at 2 µM. 120,000 compounds, 0.71% hits. AID 1246;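 active means inhibition above the batch mean plus 3 SD, and confirmed as a hit on visual image review, cut at about 43% in these data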;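 further: 0% = TNF-stimulated DMSO wells and 100% = unstimulated control wells; not every result past the cut was called active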
Numbers without * were called inactive; · = not tested or not shown; & = joins results of further samples. This is a random part of the collection; about 6.1% have a hit in one of these screens.

SMILES	NPY Y2 blocker	Yeast growth inh	Measles CPE	GALR2 antag	MRP1 act	PTEN del growth	Yeast lifespan up	Phagocytosis inh	HCT116 bCat-KO	E-sel TNF inh
Cc1cc2c(cc1C)-c1nnnn1C(C)(C)C2	0.2	-16.1	5.0	-2.6	-0.6	99.4	-11.6	-1.1	110.8	-23.4
CCOc1ccc2c(O)csc2c1	0.5	-2.0	8.3	5.2	0.0	94.6	-16.1	·	108.6	2.8
O=C(/C=C/c1ccccc1[N+](=O)[O-])NCc1cccnc1	2.8	-32.0	21.2	-17.2	-3.4	90.3	10.3	-1.9	89.3	-14.0
CN1OC(COC(=O)c2ccc(Cl)cc2Cl)CC1c1ccccc1 (stereo not given)	3.5	-47.5	6.4	-17.2	-1.6	100.9	-4.4	·	104.7	19.5
Cc1ccc(SCC(=O)NCCN2C(=O)CSC2=O)c(C)c1	2.0	-35.6	4.3	-4.0	-0.9	94.6	-3.4	·	90.7	5.2
Cn1c(SCC(=O)c2ccccc2)nnc1-c1cccc(N)c1	-1.4	1.6	0.8	0.8	-0.5	106.8	-4.5	-1.0	106.3	3.1
Cc1nc(SCC(O)CO)c([N+](=O)[O-])[nH]1 (stereo not given)	2.6	-44.0	2.5	4.3	0.9	98.3&104.7	-4.6	-0.1	100.7	-13.8
COc1cc(C(=O)N2CCN(C(=O)CC(C)C)CC2)cc(OC)c1OC	2.2	-28.5	1.9	3.7	-2.7	99.2	-3.0	-0.9	94.4	-18.2
Cc1ccc(Nc2nc(N)nc(CN3CCN(Cc4ccc5c(c4)OCO5)CC3)n2)cc1Cl	12.1	32.0	16.7	1.0	-1.2	1.5*	-9.9	-0.2	0.9*	-19.9
C=CCn1c(SCC(=O)Nc2cc(C)on2)nc2sc3c(c2c1=O)CCCC3	1.6	-0.9	10.6	-2.8	-5.4	67.1	-10.8	-0.3	74.5	-8.9
COc1ccc(C2C/C(=N\O)C(C)(C)O2)cc1 (stereo not given)	-0.8	-21.7	8.5	-3.4	-0.2	100.2	-8.8	-0.9	97.8	·
Cc1ccc(-n2c(N)c(-c3nc4ccccc4n3C)sc2=S)cc1	0.1	-18.5	6.0	-9.5	-1.6	81.6	-0.3	0.6	79.2	31.3
CCC1=NN(C(=O)c2cccnc2)C(O)(C(F)(F)F)C1 (stereo not given)	-0.7	-32.1	18.5	1.4	1.1	96.0	2.2	-0.1	90.8	·
CC(C)(C)n1nc2c(c1NC(=O)c1ccc(Br)o1)CS(=O)C2 (stereo not given)	-1.8	-2.1	4.5	-1.4	-0.8	106.8	-3.8	0.2	97.4	·
COc1ccc2[nH]c(=O)c(COC(=O)c3ccco3)cc2c1	0.6	-42.2	8.6	4.7	-1.8	96.5	0.3	-0.6	98.1	-58.7
O=C(Nc1ncc(Cc2ccc(SC(F)F)cc2)s1)c1ccc(OC(F)F)cc1	5.1	-64.0	1.2	32.6*	-3.1	11.0	7.4	13.0	9.8	18.0
CC(C)NC(=O)c1ccccc1NC(=O)CCS(=O)(=O)Cc1ccccc1	0.5	-68.8	13.2	5.9	-0.8	105.8	-7.3	-1.2	99.1	-10.7
Nc1nc(NC(=O)c2cccnc2)nn1-c1ccccc1	1.8	-18.2	4.5	0.1	-2.6	92.2	-14.3	-0.8	96.7	-7.8
COc1ccc(N(CC(=O)N/N=C/c2ccc(OC3CSC3)cc2)S(=O)(=O)c2ccccc2)cc1	20.7*	-8.2	7.5	2.7	-3.5	89.1	-1.1	-4.7	83.1	·
CCOC(=O)c1ccc(NC(=O)CSc2nc3c(c(=O)n2CC)SC(C)C3)cc1 (stereo not given)	2.9	-1.7	7.5	7.2	-1.8	88.0	-4.0	-1.8	69.9	6.0
CCOc1cc(CN2CCOCC2)cc(C(C)=O)c1	-0.6	-5.2	19.1	6.3	-1.1	92.2	-8.7	2.6	101.3	·
COC(=O)c1[nH]c2ccccc2c1NC(=O)C(C)N1CCN(C(=O)c2ccco2)CC1 (stereo not given)	2.9	-6.0	2.4	-4.0	-3.9	75.9	-14.6	-0.2	74.6	19.3
Cc1noc2ncc(C(=O)c3cc(F)ccc3O)cc12	2.7	11.8	3.2	9.7	-2.4	92.7	-7.8	0.0	96.7	11.8
CN=C1SC(CC(=O)Nc2c(C)cccc2C)C(=O)N1/N=C/c1cccs1 (stereo not given)	3.4	-26.8	28.7	0.6	2.0	98.1	-4.2	-5.0	106.4	37.5
CSc1nc(Oc2ccc(=O)[nH]n2)nc(N(C)C)n1	0.9	-17.1	0.1	2.6	-0.3	107.3	-12.7	·	102.0	·

In the list so far, these have fluorine:
SMILES	NPY Y2 blocker	Yeast growth inh	Measles CPE	GALR2 antag	MRP1 act	PTEN del growth	Yeast lifespan up	Phagocytosis inh	HCT116 bCat-KO	E-sel TNF inh
CCC1=NN(C(=O)c2cccnc2)C(O)(C(F)(F)F)C1 (stereo not given)	-0.7	-32.1	18.5	1.4	1.1	96.0	2.2	-0.1	90.8	·
O=C(Nc1ncc(Cc2ccc(SC(F)F)cc2)s1)c1ccc(OC(F)F)cc1	5.1	-64.0	1.2	32.6*	-3.1	11.0	7.4	13.0	9.8	18.0
Cc1noc2ncc(C(=O)c3cc(F)ccc3O)cc12	2.7	11.8	3.2	9.7	-2.4	92.7	-7.8	0.0	96.7	11.8

(further entries)
SMILES	NPY Y2 blocker	Yeast growth inh	Measles CPE	GALR2 antag	MRP1 act	PTEN del growth	Yeast lifespan up	Phagocytosis inh	HCT116 bCat-KO	E-sel TNF inh
OCCCCCNc1ncnc2ccccc12	0.7	0.8	24.5	7.6	-1.1	74.0	·	·	72.3	-8.1
COC(=O)c1sccc1NC(=O)c1c(-c2ccccc2)noc1C	3.8	-14.9	9.6	-0.8	-2.1	72.5	-5.4	-1.8	75.7	38.6
CCC(c1nnc(SCC(=O)N2CC3(C)CC2CC(C)(C)C3)o1)N(C)C (stereo not given)	1.6	-26.2	47.8*	5.8	-2.1	106.0	-2.5	-0.7	97.7	10.7
CC(=O)n1c2ccccc2c2c1c1ccccc1n2C	1.6	-17.4	8.7	14.8	-2.0	72.5	-9.6	1.8	76.7	-35.6
COc1ccc(S(=O)(=O)Cc2ccc(C(=O)NCc3ccco3)o2)cc1	2.0	-19.1	4.8	-3.7	-2.6	95.4	-9.0	·	103.9	·
Cc1cc(NC(=O)CNC(=O)C2CCCCC2)no1	-1.2	-13.2	5.9	3.7	-0.1	102.3	-8.5	0.1	95.3	10.7
Cc1ccc(O)c(NC(=O)c2cccc(S(=O)(=O)N3CCCCC3)c2)c1	-0.5	-31.4	12.8	4.2	-3.2	63.4	-25.9	0.3	59.4	15.1
COCCn1nnnc1C(c1ccccc1OC)N1CCN(c2ccccc2F)CC1 (stereo not given)	1.5	-9.1	2.1	5.6	-0.6	91.8	0.5	-1.6	83.9	-34.5
CC(=O)N1N=C(c2ccc(C)cc2)OC1c1ccc(C(C)C)cc1 (stereo not given)	8.4	-83.5	8.0	-7.8	3.7	96.9	9.0	-8.5	93.8	-16.6
Cc1cccc(C)c1N1CCN(c2nc(N(C)C)oc(=O)c2C#N)CC1	1.3	-37.1	16.1	9.2	-1.5	97.7	-4.9	·	96.2	8.8
CCCCOP(=O)(c1ccc(N(C)C)cc1)C(O)c1cccnc1 (stereo not given)	-0.1	-36.9	4.4	-3.0	-0.9	110.7	-0.6	·	98.9	·
COc1ccc(C2C(C#N)=C(N)Oc3n[nH]c(C)c32)cc1CSc1ccccn1 (stereo not given)	-1.4	-7.6	16.0	13.1	-0.9	104.7	-1.2	0.1	101.9	-10.9
O=C(N/N=C/c1ccc(Cl)cc1)c1sccc1OCc1ccc(F)cc1	113.4*	-54.5	3.9	2.8	-2.2	5.6	-18.2	-0.9	6.0*	·
FC(F)(F)c1cc(Cl)c2nc(-c3ccccc3)cn2c1	5.8	-25.2	2.0	13.4	-3.7	66.8	-12.9	·	68.3	-32.5
O=C1COc2ccc(C(=O)CSc3nnc(Cc4cccs4)n3-c3ccccc3)cc2N1	3.3	-16.0	5.0	-6.6	-4.2	99.7	25.3	0.5	91.4	0.6
CCCCNC(=O)CCn1c(=S)[nH]c2cc3c(cc2c1=O)OCO3	2.0	-40.7	26.7	-10.2	-3.8	94.6	-1.2	·	104.8	-12.7
CCC1CCCCN1C1Sc2ccc(C(=O)OC)cc2NC1=O (stereo not given)	-1.5	-2.4	15.9	9.2	-4.7	84.8	-4.7	-1.4	87.1	15.6
CCN(c1ccccc1)S(=O)(=O)c1ccc(C(=O)Oc2ccc(C(C)=O)cc2)cc1	1.4	-25.7	12.0	0.9	-1.6	104.5	6.7	-12.1	100.2	-10.4
O=C(Nc1cc(F)ccc1F)C1CCCO1 (stereo not given)	3.1	-3.2	19.1	-6.0	-0.6	90.2	-10.7	-1.1	90.3	2.0
CSc1nc2ccc(S(=O)(=O)N(C)C)cc2s1	4.0	-18.3	32.6	-9.3	-1.1	95.8	6.1	-0.9	99.1	8.7
CCOc1cc(C(=O)NCCOC)ccc1OC	-0.6	-52.1	1.7	1.8	0.3	115.8	-9.9	-2.0	99.3	24.6
CCOC(=O)N1CCN(C(=O)C(C)n2nc(C)n3c(cc4sccc43)c2=O)CC1 (stereo not given)	-2.4	-16.8	5.8	-1.1	-0.8	94.7	-0.9	-0.4	91.3	·
CCOC(=O)C(NC(C)=O)(Nc1ccc(F)cc1)C(F)(F)F (stereo not given)	-2.8	14.5	17.6	-10.6	-1.1	101.5	-4.2	-0.3	92.6	-2.3
CCCn1c(SCC(=O)Nc2ccc3c(c2)CCC3)n[nH]c1=O	1.9	-24.5	3.6	8.7	-2.3	91.8	2.2	-4.3	83.5	·
CCc1ccccc1NC(=O)COc1cccc2ccc(C)nc12	1.1	-54.1	3.3	22.2	-1.1	95.6	-1.5	-4.7	98.6	·
SMILES	NPY Y2 blocker	Yeast growth inh	Measles CPE	GALR2 antag	MRP1 act	PTEN del growth	Yeast lifespan up	Phagocytosis inh	HCT116 bCat-KO	E-sel TNF inh
O=C(O)CC1Oc2ccc(Cl)cc2NC1=O (stereo not given)	4.4	-51.0	13.5	9.2	-0.1	117.4	-5.8	-0.1	97.2	-22.1
Cc1cccc(-c2nnc(-c3cccc(NC(=O)Cc4cccs4)c3)o2)c1	10.0	12.0	25.0	-9.8	-2.2	78.7	-13.2	·	93.5	-25.1
CCOc1ccccc1C(=O)Nc1nnc(COC)s1	-0.7	-24.0	36.7	0.2	-2.1	101.9	·	·	87.6	-17.8
Cc1cccc(-n2c(C)cc(/C=C3\C(=N)N4N=C(CC(C)C)SC4=NC3=O)c2C)c1	-0.2	-34.9	4.1	19.7	0.0	97.5	4.5	·	101.4	·
CC1Oc2ccccc2N(CC(=O)N(Cc2ccccc2)Cc2ccccn2)C1=O (stereo not given)	6.5	-49.2	6.5	-7.8	-0.6	83.1	-5.1	·	85.7	3.3
Cc1ccc(S/C(=N\S(=O)(=O)c2ccc(Cl)cc2)c2ccccc2)cc1	0.7	-15.1	5.6	0.1	-2.6	90.9	11.2	·	97.2	·
